Screens (PubChem BioAssay)
Mito fusion yeast – blocks mitochondrial division or promotes mitochondrial fusion | AID 485298 | 320,000 compounds, 0.23% hits | S. cerevisiae fusion-defective mutant growth rescue, CellTiterGlo 48 h | Potency, µM (doses to about 46.1 µM), for the others: at the top dose growth rescue (activation), usual class: activators;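 note: potency is the fitted concentration of half-maximal effect; % of control where 0% means no effect; nearly all actives have a fitted effect of over 45% in size; temperature-sensitive fusion mutants such as fzo1-1 at 37 °C on non-fermentable ethanol glycerol medium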
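Luminescent cell viability in 1536-well qHTS format served as the measure of rescued growth in ts fusion-mutant S. cerevisiae cultured on non-fermentable YPEG for 48 hours at 37C.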
TCR act – activators of T cell receptors; primary human leukocytes, anti-CD3, IL-2 HTRF, 48 h; Potency, µM (series often up to 9.22 µM), for inactives: at the highest dose activation of IL-2 secretion, actives largely listed as activators; 330,000 tested, under 10 active; AID 504894; note: % of control where 0% means no effect
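Human primary leukocytes + a-CD3 beads + cpd, 48 hr; IL-2 in supernatant by HTRF (ex 320nm / em 665nm). No co-stimulatory signal supplied.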
Eya2 phos inh – blocks the phosphatase activity of human Eya2. O00167. recombinant Eya2, OMFP fluorescence dephosphorylation (OMFP is methylfluorescein phosphate). Potency, µM (highest dose often 76.9 µM), for the others: at the highest dose activity, negative = inhibition, actives largely listed as inhibitors. 330,000 compounds, 0.006% hits. AID 488837; note: potency is the fitted concentration of half-maximal effect; % is set by controls: 0 for no effect and ±100 for the full control effect
Target sequence (O00167 whole entry, looked up): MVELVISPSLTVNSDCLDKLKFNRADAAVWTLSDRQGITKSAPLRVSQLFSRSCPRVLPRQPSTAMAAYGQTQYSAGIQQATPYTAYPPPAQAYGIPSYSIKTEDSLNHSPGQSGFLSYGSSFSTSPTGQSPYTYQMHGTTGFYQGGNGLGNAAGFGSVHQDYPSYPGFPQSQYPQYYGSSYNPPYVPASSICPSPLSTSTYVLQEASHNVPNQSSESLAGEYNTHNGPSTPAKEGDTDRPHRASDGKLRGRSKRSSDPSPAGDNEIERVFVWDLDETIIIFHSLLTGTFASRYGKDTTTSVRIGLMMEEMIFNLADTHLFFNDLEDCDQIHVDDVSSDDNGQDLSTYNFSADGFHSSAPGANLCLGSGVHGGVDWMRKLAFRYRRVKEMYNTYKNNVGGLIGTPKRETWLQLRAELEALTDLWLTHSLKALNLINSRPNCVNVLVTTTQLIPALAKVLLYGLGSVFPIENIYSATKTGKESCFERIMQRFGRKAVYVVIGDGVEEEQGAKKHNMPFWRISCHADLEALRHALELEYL
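Eya2 protein (added as 0.2 uM solution) was preincubated with compound for 10 min at ambient temperature in 50 mM HEPES pH 7.5, 50 mM NaCl, 5 uM MgCl2, 0.05% BSA, 1 mM DTT. OMFP (added at 50 uM) then reacted 10 min; fluorescence read at 485/525 nm.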
ASM inhibitor – inhibitors of human secretory acid sphingomyelinase | P17405 | placental ASM, HMU-PC fluorogenic substrate, 60 min | Potency, µM (highest dose often 57.5 µM), for inactives: at the top dose activity change, negative = inhibition, usual class: inhibitors | 340,000 compounds, 0.006% hits | AID 504937; note: potency is the fitted concentration of half-maximal effect
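Human placenta-derived ASM enzyme was preincubated with compound for 10 minutes at room temperature, then given fluorogenic substrate HMU-PC0 (9 uM final) for 60 minutes at 37 °C; a pH 10 stop preceded fluorescence reading at Ex 386/Em 447 nm.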
ELG1 DNA repair – blocks ELG1-dependent DNA repair in HEK293T cells. HEK293T ELG1-luciferase reporter, luminescence, 16 h; DNA damage induced by 5-fluorouridine. Potency, µM (doses to about 46.1 µM), for inactives: at the highest dose activity change, negative = inhibition, hits mostly inhibitors. 330,000 compounds, 2.3% hits; note: potency is the fitted concentration of half-maximal effect; % is set by controls: 0 for no effect and ±100 for the full control effect; nearly all actives have a fitted effect of over 55% in size
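5-Fluorouridine DNA damage + compound/DMSO, 2,000 cells/well, 16 h, 37 °C/5% CO2. ONE-Glo, 30 min RT, luminescence. Readout = decrease in reporter signal.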
PTAP TSG101 blk – blocks PTAP/TSG101 interaction to inhibit HIV-1 budding. Q99816. Fluorescence polarization, FITC-PTAP peptide / Tsg101 binding. Potency, µM (titrated, usually from 115 µM), for inactives: at the highest dose activity change, negative = inhibition, usual class: inhibitors. 340,000 tested, under 10 active; active = well fitted inhibition curve with a large enough effect in the main read-out, with a control signal flat, not every such curve was filed as active; inconclusive = small, poorly fitted or top-dose-only effect, or effect the other way, or a change in a side signal; inactive = no such curve, though single readings can be large or run the other way; note: potency is the fitted concentration of half-maximal effect; % of control where 0% means no effect
Target sequence (Q99816 whole entry, looked up): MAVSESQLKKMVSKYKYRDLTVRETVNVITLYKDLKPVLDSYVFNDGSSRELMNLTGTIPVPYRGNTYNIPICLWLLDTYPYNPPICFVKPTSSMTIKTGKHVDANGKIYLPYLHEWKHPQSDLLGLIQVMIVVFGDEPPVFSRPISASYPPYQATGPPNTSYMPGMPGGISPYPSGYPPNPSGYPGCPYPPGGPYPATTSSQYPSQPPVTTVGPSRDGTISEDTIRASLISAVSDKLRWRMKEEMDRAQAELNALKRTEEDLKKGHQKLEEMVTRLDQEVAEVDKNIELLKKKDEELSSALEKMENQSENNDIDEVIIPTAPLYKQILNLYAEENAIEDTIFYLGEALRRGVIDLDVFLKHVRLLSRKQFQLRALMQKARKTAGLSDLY
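Tsg101 binding domain (10 uM final) was mixed with compound and a FITC-labeled PTAP peptide (50 nM final) in HEPES pH 7.5 buffer with NaCl, Tween 20, EDTA and TCEP; fluorescence polarization was read after 20 min at r.t.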
TSHR antag – antagonists of human thyroid stimulating hormone receptor | TSHR-expressing cells, TSH-stimulated cAMP HTRF, 2 h; active compounds read low | activity change, negative = inhibition, % at 11.5 µM | 330,000 compounds, 0.2% hits;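 active = activity change below a set negative limit, meaning inhibition stronger than a set level, cut at about -70% in these data; inconclusive = activity change between two set negative limits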; note: % is set by controls: 0 for no effect and ±100 for the full control effect
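Freshly harvested TSHR cells receive pin-tooled compound, then EC80 TSH at 4nM final. After 2 hours at 37 deg C, antibody in lysis buffer and cAMP-d2 are added; 30 minutes at ambient temperature precede the HTRF read.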
Tb PFK inh – inhibitors of T. brucei phosphofructokinase. Potency, µM (top dose mostly 57.5 µM), for the others: at the top dose activity, negative = inhibition, most hits filed as inhibitors. O15648. AID 485367. 330,000 compounds, 0.17% hits. T. brucei PFK, ADP-Glo luminescence;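 note: potency is the fitted concentration of half-maximal effect; 0% = uninhibited 1x PFK enzyme wells and -100% = no-enzyme wells; nearly all actives have a fitted effect of over 60% in size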
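1.25 nM PFK with 0.5 mM F6P and 0.1 mM ATP in 0.1 M TEA pH 8.0, 5 mM MgCl2, incubated 45 min at room temperature; ADP measured by ADP-Glo luminescence; compounds titrated up to 57 uM.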
A-T KAP1 phos – candidate therapy for ataxia-telangiectasia. […] A-T fibroblasts, KAP-1 phosphorylation AlphaLISA; neocarzinostatin DNA damage 30 min before lysis. Potency, µM (series often up to 57.5 µM), for the others: at the top dose activation, actives largely listed as activators. 320,000 compounds, 0.19% hits; note: potency is the fitted concentration of half-maximal effect; % of control where 0% means no effect; nearly all actives have a fitted effect of over 45% in size
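ATM-like activity read as KAP-1 phosphorylation via AlphaLISA donor/acceptor antibody pairs after lysis and 6 hr at 25C. Cells were ATM-null patient fibroblasts ([…], hTERT), dosed 60 min, then exposed to the DSB inducer NCS for 30 min.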
a7 integrin act – activates integrin-mediated alleviation for muscular dystrophy. alpha7betagal myoblasts, beta-gal FDG fluorescence, 48 h. Potency, µM (doses to about 38.3 µM), inactives show top-dose activation, most hits filed as activators. 350,000 compounds, 0.064% hits. AID 624291;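 note: potency is the fitted concentration of half-maximal effect; 100% = response of the positive control SU9516; nearly all actives have a fitted effect of over 60% in size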
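Alpha7betagal+/- myoblasts (passage 13) were plated 16-24 hr, then exposed to compounds (1:260 dilution of DMSO stock) for 48 hours at 37C. After MPER lysis, β-galactosidase reporter activity was read as FDG fluorescence (ex 480/em 540) after 30 minutes.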
BCR signal inh – blocks chronic active B-cell receptor signaling; 340,000 compounds, 0.05% hits; ABC-DLBCL IkBa-CBG/CBR reporter, luminescence ratio, 4 h; AID 493014; Potency, µM (titrated, usually from 46.1 µM), for inactives: top-dose ratio change, negative = lower green/red ratio, hits mostly inhibitors; active = well fitted inhibition curve with a large enough effect in the signal ratio, with a control signal flat, not every such curve was filed as active; inconclusive = small, poorly fitted or top-dose-only effect, or effect the other way, or a change in a side signal; the % refers to the signal ratio;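 note: potency is the fitted concentration of half-maximal effect; plate controls were basal doxycycline-induced cells for no effect and cells given 10 µM MG132 for full effect; MG132 reads +100%, hits lower the ratio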
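TMD8 ABC-DLBCL cells carrying doxycycline-inducible green luciferase fused to IkappaBalpha plus unfused red luciferase were exposed to compounds (up to 46 uM) for 4 hrs at 37C. Activity came from the overlap-corrected green/red luminescence ratio.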
* marks the source's active call; other numbers are inactive results; ? = inconclusive; . = no result given; [ ] = dose if it differs, or a comment. Unless noted, calls come from the whole dose curve; as a rule, active = well fitted curve in the direction sought with a large enough effect; inconclusive = small, poorly fitted or top-dose-only effect, or another doubt; inactive = no such curve, though single readings can be large; an effect the other way counts as inactive or inconclusive.

SMILES	Mito fusion yeast	TCR act	Eya2 phos inh	ASM inhibitor	ELG1 DNA repair	PTAP TSG101 blk	TSHR antag	Tb PFK inh	A-T KAP1 phos	a7 integrin act	BCR signal inh
NS(=O)(=O)c1ccc(NC(=S)N2CCN(C(=O)C3CCCO3)CC2)cc1 (stereo not given)	-3%	-2%	-10%	4%	-15%	-4%	1	6%	7%	7%	-4%
Cc1ccccc1CSCCC(=O)NCCC1=CCCCC1	5%	-10%[46.1 µM]	-19%	-2%	0%	0%	-22	9%	2%	-15%	8%
CCCCN(CC)CCNC(=O)c1cc2c(C)nc3ccccc3c2o1	7%	-2%[46.1 µM]	-4%	0%	-10%	-1%	11	11%	-7%	-46%[inhibitor]	18%
Cc1ccc2c(c1)c1c3n2CCCN(Cc2ccccc2)C3CCC1 (stereo not given)	-9%	.	6%	-4%	-2%	-1%	-32	3%	6%	13%[7.66 µM]	1%
CCCCN1C(C)=CC(=C2C(=O)c3ccccc3C2=O)C=C1C	0%	-7%	-2%	-13%	?	-1%	4	2%	-6%	21%	18%
Cc1ccc(S(=O)(=O)N2CCCCC2)cc1C(=O)Nc1ncn[nH]1	3%	.	6%	.	15%	.	-4	?	7%	.	0%
O=C1c2ccccc2NC(c2cn[nH]c2-c2ccccc2)N1O (stereo not given)	5%	1%[46.1 µM]	4%	-10%	-13%	-3%	2	4%	-11%	-10%	-3%
CN(C(=O)CSc1nc(-c2ccccc2)c(-c2ccccc2)o1)C1CCS(=O)(=O)C1 (stereo not given)	3%	-6%	11%	-2%	?	-8%	-2	10%	1%	-18%	-5%
c1cnc(N2CCN(c3cnccn3)CC2)nc1	-3%	0%	10%	-1%	22%	0%	5	8%	3%	-19%	10%
OCCn1c(-c2ccc3c(c2)OCO3)csc1=Nc1ccccc1	12%	-4%	-19%	4%	?	-3%	-30	3%	-11%	0%	1%

Entries shown so far containing an NH in an aromatic ring (two):
SMILES	Mito fusion yeast	TCR act	Eya2 phos inh	ASM inhibitor	ELG1 DNA repair	PTAP TSG101 blk	TSHR antag	Tb PFK inh	A-T KAP1 phos	a7 integrin act	BCR signal inh
Cc1ccc(S(=O)(=O)N2CCCCC2)cc1C(=O)Nc1ncn[nH]1	3%	.	6%	.	15%	.	-4	?	7%	.	0%
O=C1c2ccccc2NC(c2cn[nH]c2-c2ccccc2)N1O (stereo not given)	5%	1%[46.1 µM]	4%	-10%	-13%	-3%	2	4%	-11%	-10%	-3%

Continued.
SMILES	Mito fusion yeast	TCR act	Eya2 phos inh	ASM inhibitor	ELG1 DNA repair	PTAP TSG101 blk	TSHR antag	Tb PFK inh	A-T KAP1 phos	a7 integrin act	BCR signal inh
CCOC(=O)Cn1c(C)nc2ccccc21	-5%	0%	8%	0%	-13%	-4%	-6	-2%	-9%	1%	1%
O=C1COc2ccc(S(=O)(=O)N3CCN(c4ccccc4F)CC3)cc2N1	1%	-2%	1%	-2%	-4%	-1%	-12	-1%	13%	-28%	4%
CCOc1ccc(/C=C2\SC(=S)NC2=O)cc1OC	-7%	-5%	13%	-1%	39%	0%	-25	2%	-6%	-11%	?
Cc1cc(NC(=O)COC(=O)c2ccc(C)c(C)c2)no1	.	-1%	-5%	61%	-3%	-4%	-6	-1%	-2%	12%	3%
CC(C)CC(NC(=O)C(Cc1ccc(OCc2ccccc2)cc1)NC(=O)OC(C)(C)C)C(N)=O (stereo not given)	2%	-4%	-8%	1%	?	-1%	11	-4%	6%	-33%	-5%
O=C(NCc1cn2ccccc2n1)c1ccco1	7%	-1%	2%	3%	17%	6%	20	3%	-13%	-7%	12%
COCCNC(=O)c1ccc(NS(C)(=O)=O)cc1	1%	0%	2%	9%	5%	-19%	10	2%	4%	26%	1%
O=C(O)c1ccc(NC2=Nc3cccc4cccc2c34)cc1	0%	-10%	18%	68%[activator]	?	-6%	4	1%	14%	11%	?
COc1ccc(CCN(C)C(=O)C2CC(=O)N(Cc3ccc(C)cc3)C2)cc1OC (stereo not given)	-5%	-4%	5%	2%	17%	-2%	14	-1%	3%	8%	0%
COc1ccc([C@H]2[C@H](C(=O)C(C)(C)C)N3N=Cc4ccccc4C3[C@]23N=C(c2ccccc2)OC3=O)cc1 (stereo not given in full)	-1%	-3%	3%	-2%	1%	-2%	-9	-2%	-3%	12%	?
CCN(CC)S(=O)(=O)c1cc(C(=O)Nc2cc(S(=O)(=O)N3CCOCC3)ccc2N2CCCC2)ccc1F	1%	8%	21%	-1%	-10%	-3%	-19	-3%	1%	-10%	-1%
Cn1c(=O)cc(N)n(Cc2ccccc2)c1=O	-2%	-7%	0%	4%	19%	2%	2	-1%	-1%	-13%	1%
O=C1COc2ccc(C(=O)COC(=O)Cn3cnc4ccccc43)cc2N1	0%	7%	11%	-2%	-20%	-9%	.	2%	0%	22%	-4%
CCCCNC(=O)CC1NCCNC1=O (stereo not given)	-1%	5%	9%	8%	-3%	1%	16	3%	-6%	?	5%
CCOC(=O)N1CCC(NC(=O)CCc2c(C)nc3nc(C)nn3c2C)CC1	2%	-5%	8%	-1%	2%	-1%	0	3%	0%	27%	1%
O=C(O)c1cc(-c2ccc(N3CCOCC3)cc2)nn1-c1ccc(F)cc1	-5%	7%[46.1 µM]	1%	5%	12%	-1%	4	8%	-2%	4%	-1%
CCOC(=O)C1CC(c2ccc(Cl)cc2)=NNC1=O (stereo not given)	5%	3%	-30%	-8%	8%	-3%	-2	0%	2%	42%	15%
O=C1CCc2cc(S(=O)(=O)NCc3ccccc3Cl)cc3c2N1CC3	1%	-6%	27%	-2%	0%	0%	7	-6%	8%	13%	8%
C=CCNC(=O)/C(=C\C=C\c1ccccc1)NC(=O)c1ccccc1Cl	5%	5%[46.1 µM]	-1%	0%	?	-1%	-4	1%	3%	31%	-8%
Cc1ccc(/C=N/N(Cc2ccccc2)c2ccccc2)o1	-6%	11%	-3%	-6%	15%	-1%	33	-29%	2%	0%	0%
CCN1CCN(CC(=O)c2ccc(C)cc2)CC1	7%	9%	4%	0%	11%	-6%	4	-7%	-11%	0%	0%
Cc1nnc(SCC(=O)NCc2ccc(Cl)cc2)[nH]c1=O	1%	-3%	17%	4%	3%	-2%	5	-2%	-2%	2%	-2%
Clc1ccc(Cn2nnc(-c3ccc(CN4CCOCC4)cc3)n2)cc1	?	.	-22%	0%	?	-7%	-12	-27%	0%	-20%	?
CCn1cc(CNC(=O)c2cc(Cl)ccc2OC)c(C)n1	0%	3%	-2%	4%	-3%	-1%	-5	-5%	-10%	-27%	0%
CSc1ccc(CN(C)C(=O)C2CCN(C(=O)Nc3ccccc3)CC2)cc1	7%	1%	-1%	0%	?	-5%	18	-5%	-2%	-2%	?
COc1cccc(NC(=O)c2cccc(N3C(=O)C4C5C=CC(C5)C4C3=O)c2)c1 (stereo not given)	-3%	-3%	0%	0%	?	-8%	-7	-1%	-1%	-14%	?
O=C(N/N=C/c1ccoc1)c1cc(O)cc(O)c1	-1%	2%	-6%	.	?	0%	15	?	12%	0%	?
CC(NC(=O)c1ccc(S(C)(=O)=O)cc1)c1cccc2ccccc12 (stereo not given)	21%	3%	4%	1%	1%	-1%	19	15%	-9%	-24%	0%
COc1cc(NC(=O)CSc2nnc3c(n2)[nH]c2ccc(S(=O)(=O)NC(C)C)cc23)cc(OC)c1OC	-2%	-1%	3%	-2%	?	-5%	-8	-11%	3%	-3%	-1%
Clc1ccc(CN2CCC(c3nc4ccc(Cl)cc4[nH]3)CC2)cc1	-9%	9%	7%	-2%	?	-1%	8	2%	-11%	-55%[inhibitor]	-2%
O=C(COC(=O)C1COc2ccccc2O1)Nc1cccc(Cl)c1 (stereo not given)	2%	-1%	-2%	-4%	18%	-1%	4	-3%	0%	6%	-3%
Cc1ccccc1OCC(=O)Nc1ccccc1N1CCCCC1	6%	0%	-3%	-14%	?	-4%	.	-5%	32µM*	1%	-1%
COC(=O)c1ccc(NC(=O)CSc2nnc(CNc3ccc(F)cc3)n2C)cc1	-1%	.	16%	-1%	-6%	-6%	5	-11%	-1%	-8%	?
